Screens from PubChem BioAssay.
TRPV1 ag: HTS Assay for Compounds that Act as Agonists of the Vanilloid Receptor 1; Transient receptor potential cation channel subfamily V member 1 (Homo sapiens), Q8NER1; TRPV1-expressing cells, Fluo-8 calcium influx, agonist mode; activation, % at 8.33 µM; 320,000 compounds, 0.19% hits; AID 540275, 2011; in the data active = activation above about 80%; inconclusive = between about 30% and that limit; note: 0% is about no effect
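Cells expressing TRPV1 were dye-loaded with Fluo-8 and read kinetically: 10 s baseline, 3 min after compound (agonist portion), then 2 min after EC20 capsaicin (allosteric enhancer portion). Calcium-bound dye fluorescence at 480/520 nm.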
GALK inh: qHTS Assay for Inhibitors of Human Galactokinase (GALK); Purified GALK, Kinase-Glo residual ATP luminescence; 270,000 compounds, 0.007% hits; Potency, µM (highest dose often 57.5 µM), without a hit: at the highest dose activity change, negative = inhibition, most hits filed as inhibitors; P51570; note: potency is the fitted concentration of half-maximal effect; % is set by controls: 0 for no effect and ±100 for the full control effect
Target sequence (P51570 whole entry, looked up): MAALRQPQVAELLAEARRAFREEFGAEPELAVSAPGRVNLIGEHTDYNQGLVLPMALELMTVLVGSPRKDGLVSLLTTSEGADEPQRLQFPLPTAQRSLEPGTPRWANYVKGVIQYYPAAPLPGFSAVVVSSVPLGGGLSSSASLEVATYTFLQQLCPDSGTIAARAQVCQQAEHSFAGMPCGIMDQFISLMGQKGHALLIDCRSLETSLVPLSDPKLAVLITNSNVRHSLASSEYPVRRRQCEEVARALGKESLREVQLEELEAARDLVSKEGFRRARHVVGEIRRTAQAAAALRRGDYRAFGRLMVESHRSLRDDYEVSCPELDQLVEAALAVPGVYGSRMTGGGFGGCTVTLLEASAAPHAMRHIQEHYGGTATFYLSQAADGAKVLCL
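GALK at 5 nM final was combined with compound, 35 uM ATP and 100 uM galactose in HEPES pH8.0 with MgCl2 and DTT. The reaction ran one hour at room temperature before luminescent ATP detection.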
A-T KAP1 phos: qHTS Assay for Identifying a Potential Treatment of Ataxia-Telangiectasia; […] A-T fibroblasts, KAP-1 phosphorylation AlphaLISA; neocarzinostatin DNA damage 30 min before lysis; AID 485349, 2010; Potency, µM (titrated, usually from 57.5 µM), for inactives: at the top dose activation, hits mostly activators; 320,000 compounds, 0.19% hits; note: potency is the fitted concentration of half-maximal effect; % of control where 0% means no effect; nearly all actives have a fitted effect of over 45% in size
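hTERT-immortalized A-T patient fibroblasts ([…]), 500 cells/well in OPTI-MEM, 1% FBS, got compounds for 60 min, then NCS for 30 min at 37C. Lysates were then assayed for phospho-KAP-1 by AlphaLISA (anti-pKAP1 donor, anti-KAP1 acceptor beads), 6 hr at 25C.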
CXXC DNA block: qHTS Fluorescence Polarization Assay for Inhibitors of MLL CXXC domain - DNA interaction | MLL-CXXC / FITC-HOXA9 DNA fluorescence polarization | Potency, µM (highest dose often 115 µM), inactives show top-dose activity change, negative = inhibition, hits mostly inhibitors | 290,000 compounds, 0.037% hits | AID 2662, 2010; active = well fitted inhibition curve with a large enough effect in the polarisation, with a control signal flat, not every such curve was filed as active; inconclusive = small, poorly fitted or top-dose-only effect, or effect the other way, or a change in a side signal; inactive = no such curve, though single readings can be large or run the other way; the % refers to the polarisation; note: potency is the fitted concentration of half-maximal effect
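Purified MLL-CXXC (added from a 7 uM solution) was preincubated 5 min at ambient with pinned compounds in 50 mM Tris-HCl pH 7.5, 50 mM NaCl, 1 mM DTT, 0.05% BSA. Fluorescein-labeled HOX-A9 DNA (50 nM solution) followed, 30 min, then polarization read.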
KCNH2 WT inh: qHTS for Inhibitors of KCHN2 3.1: Wildtype qHTS. Voltage-gated inwardly rectifying potassium channel KCNH2 (Homo sapiens), Q12809. activity change, % at 1.84 µM. AID 720551, 2013. U2OS, BacMam KCNH2, thallium flux FluxOr; active compounds read low. 340,000 compounds, 0.37% hits;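 active = maximum activity change below -70%; inconclusive = maximum activity change between -70% and -50%; inactive = maximum activity change above -50%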; note: % is set by controls: 0 for no effect and ±100 for the full control effect
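U2OS cells were transduced with wild-type KCNH2 virus (2.03 x 10^8 / mL) for 4 h at room temperature, then cultured overnight at 37 C. Thallium flux was read with FluxOr dye. Rate constants were normalized to DMSO controls.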
ASM inhibitor: Inhibitors of Secretory Acid Sphingomyelinase (S-ASM): qHTS; Sphingomyelin phosphodiesterase (Homo sapiens), P17405; placental ASM, HMU-PC fluorogenic substrate, 60 min; Potency, µM (doses to about 57.5 µM), for inactives: at the top dose activity change, negative = inhibition, usual class: inhibitors; 340,000 compounds, 0.006% hits; AID 504937, 2011; note: potency is the fitted concentration of half-maximal effect
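Human placenta-derived ASM enzyme was preincubated with compound for 10 minutes at room temperature, then given fluorogenic substrate HMU-PC0 (9 uM final) for 60 minutes at 37 °C; a pH 10 stop preceded fluorescence reading at Ex 386/Em 447 nm.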
a7 integrin act: qHTS for Activators of Integrin-Mediated Alleviation for Muscular Dystrophy. alpha7betagal myoblasts, beta-gal FDG fluorescence, 48 h. Potency, µM (top dose mostly 38.3 µM), for the others: top-dose activation, most hits filed as activators. 350,000 compounds, 0.064% hits. AID 624291, 2012;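 note: potency is the fitted concentration of half-maximal effect; 100% = response of the positive control SU9516; nearly all actives have a fitted effect of over 60% in size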
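Alpha7betagal+/- myoblasts (passage 13) were plated 16-24 hr, then exposed to compounds (1:260 dilution of DMSO stock) for 48 hours at 37C. After MPER lysis, β-galactosidase reporter activity was read as FDG fluorescence (ex 480/em 540) after 30 minutes.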
KCNH2 3.1 block: qHTS for Inhibitors of KCHN2 3.1: Mutant qHTS | Potassium voltage-gated channel subfamily H member 2, brain isoform KCNH2 3.1 (human) | U2OS KCNH2 3.1, thallium flux FluxOr; active compounds read low | activity change, % (tested at about 1.8 µM) | 340,000 compounds, 0.95% hits | AID 720553, 2013;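 active = maximum activity change below -70%; inconclusive = maximum activity change from -70% to -50%; inactive = maximum activity change above -50%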;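 note: thallium influx rate constant from kinetic fluorescence after stimulation buffer; % is set by controls: 0 for no effect and ±100 for the full control effect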
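Channel expression came from 3.1 mutant virus (1.77 x 10^8 /mL) applied to suspended U2OS cells for 4 h. Flux was tracked with FluxOr dye plus Red40 quencher, and kinetic rate constants normalized to controls.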
MBNL1-CUG inh: qHTS Assay for Inhibitors of MBNL1-poly(CUG) RNA binding; TR-FRET MBNL1-His/biotin-(CUG)12 binding, 665/545 ratio; Muscleblind-like protein 1 (Homo sapiens), Q9NR56; Potency, µM (doses to about 57.5 µM), without a hit: top-dose activity change, negative = inhibition, hits mostly inhibitors; 280,000 compounds, 0.036% hits; active = well fitted inhibition curve with a large enough effect in the signal ratio, with a control signal flat, not every such curve was filed as active; inconclusive = small, poorly fitted or top-dose-only effect, or effect the other way, or a change in a side signal; inactive = no such curve, though single readings can be large or run the other way; the % refers to the signal ratio; note: potency is the fitted concentration of half-maximal effect; % is set by controls: 0 for no effect and ±100 for the full control effect
Target sequence (Q9NR56 whole entry, looked up): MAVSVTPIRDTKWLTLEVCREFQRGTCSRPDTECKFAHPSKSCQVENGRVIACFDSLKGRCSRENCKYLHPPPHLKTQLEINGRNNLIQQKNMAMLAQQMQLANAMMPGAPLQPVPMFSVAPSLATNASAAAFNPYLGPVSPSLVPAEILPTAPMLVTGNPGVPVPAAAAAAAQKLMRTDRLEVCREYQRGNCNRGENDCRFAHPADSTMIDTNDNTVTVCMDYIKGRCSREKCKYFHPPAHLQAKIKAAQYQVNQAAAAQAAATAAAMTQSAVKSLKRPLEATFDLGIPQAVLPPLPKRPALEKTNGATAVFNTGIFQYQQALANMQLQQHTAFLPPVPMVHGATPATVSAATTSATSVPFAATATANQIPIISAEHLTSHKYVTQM
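Ratiometric TR-FRET (665 over 545 nm, excitation 340 nm) tracks disruption of MBNL1-His/biotin-(CUG)12 complex after 60 min at room temperature, with compounds at 92 nM to 58 uM final.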
FBPA coupling cs: qHTS Assay for Inhibitors of Fructose-1,6-bisphosphate Aldolase from Giardia Lamblia: Coupling assay counterscreen; coupling enzyme system counterscreen, AmpLite Red fluorescence; activity change, negative = inhibition, % at 58.2 µM, hits read low; 290,000 compounds, 0.67% hits; in the data active = activity change below about -30%; note: % is set by controls: 0 for no effect and ±100 for the full control effect
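Final compound at 57.5 uM, incubated 10 min at RT with coupling enzyme reagent (glyceraldehyde-3-phosphate), then 20 min with substrate and AmpLite Red detection. Fluorescence read at 525/598 nm; tests interference with the coupling assay, not aldolase inhibition.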
* hit, by the source's call; ? = inconclusive; . = no result given; [ ] = another dose, or the depositor's remark. Unless noted, calls come from the whole dose curve; as a rule, active = well fitted curve in the direction sought with a large enough effect; inconclusive = small, poorly fitted or top-dose-only effect, or another doubt; inactive = no such curve, though single readings can be large; an effect the other way counts as inactive or inconclusive.

SMILES	TRPV1 ag	GALK inh	A-T KAP1 phos	CXXC DNA block	KCNH2 WT inh	ASM inhibitor	a7 integrin act	KCNH2 3.1 block	MBNL1-CUG inh	FBPA coupling cs
OCC1OC(Oc2c[nH]c3ccccc23)C(O)C(O)C1O (stereo not drawn)	-2.9	.	28.2µM*	.	-0.8	0.9%	.	5.9	.	.
CC(NCc1ccc(S(N)(=O)=O)cc1)C(=O)N1c2ccccc2CC1C (stereo not drawn)	0.6	0.4%	-2.8%	6.0%	3.5	-0.9%	30.9%	7.5	-2.6%	1.1
Cc1nn(CC(=O)Nc2nc3ccccc3s2)c(C)c1[N+](=O)[O-]	-1.9	0.5%	5.3%	-1.8%	-6.3	-2.3%	3.9%	-28.8	-1.5%	.
CCCN(C(=O)COC(=O)c1nc2nccc(C)n2n1)C1CCS(=O)(=O)C1 (stereo not drawn)	.	.	.	.	1.0	-1.7%	18.0%	-4.6	.	.
c1csc(-c2noc(COc3ccc4c(c3)CCCC4)n2)c1	-0.3	-2.2%	27.4%	5.0%	-1.7	-1.0%	14.3%	-7.3	-6.3%	-0.7
CC1=NC(C)Cc2ccccc21 (stereo not drawn)	-2.4	1.3%	-7.3%	-16.2%	-15.2	0.6%	0.7%	-9.7	3.3%	-1.3
Cc1nc(NC(=O)c2ccc3c(c2)OCO3)ccc1Br	?	6.2%	0.9%	4.0%	-8.1	5.0%	?	-12.6	29.7%	2.7
CC(=O)c1cccc(OCC(=O)Nc2cccc(C(=O)Nc3c(C)n(C)n(-c4ccccc4)c3=O)c2)c1	-2.1	.	4.5%	.	5.3	8.5%	16.0%	6.9	.	.
Cc1cc(C(=O)N/N=C/c2cccc([N+](=O)[O-])c2)c(C)o1	.	-6.1%	-1.2%	11.5%	-3.5	-0.2%	5.7%	-2.3	4.7%	0.9
COc1ccccc1C(=O)C1CCCN(C(=O)CCn2cnnn2)C1 (stereo not drawn)	2.2	4.2%	-24.6%	9.6%	-3.9	0.8%	1.5%	-5.8	-1.8%	-0.3
Nc1ccc(C(=O)OCCCc2nc3cc4ccccc4cc3[nH]2)cc1	10.3	-2.0%	23.9%	17.2%	-7.4	-2.4%	?	1.5	?	-4.2
Cc1nonc1C(=O)N/N=C/c1ccc([N+](=O)[O-])o1	1.6	11.6%	-12.0%	-2.7%	2.9	-3.0%	-55.0%[inhibitor]	8.1	?	-11.8
CC(=Nc1ccc(Br)cc1)c1sc2ccccc2c1O	9.9	-0.7%	-8.1%	?	1.7	-6.2%	-17.3%	-2.5	-1.9%	-6.5
CN(C(=O)C1CCCCN1S(=O)(=O)c1ccccc1)c1ccccc1 (stereo not drawn)	.	.	21.4%	.	-8.1	6.8%	0.0%	-24.8	.	.
CCOCCCNC(=O)CN1N=C(c2ccc(C)cc2)CCC1=O	0.3	.	20.0%	-4.1%	-3.9	-3.9%	12.2%	2.4	-2.3%	0.7
Cn1cc(C(C[N+](=O)[O-])c2ccccc2)c2ccccc21 (stereo not drawn)	3.5	1.7%	0.0%	-4.8%	8.2	-3.2%	-7.1%	6.8	-11.0%	-0.9
O=C(Nc1ccc(C(=O)N2CCCCC2)cc1)c1ccccc1Br	.	.	.	.	8.3	2.1%	-28.4%	13.0	.	.
O=C(Nc1ccncc1)C1CCN(S(=O)(=O)c2cccc(C(F)(F)F)c2)CC1	?	.	1.6%	.	0.2	-2.0%	-27.2%	-0.4	.	.
O=C(CCN1CCOCC1)NNC(=O)c1ccc([N+](=O)[O-])cc1[N+](=O)[O-]	.	.	15.0%	.	-3.0	0.1%	12.1%	-0.4	.	.
COC(=O)C1=C(NC(=O)COc2ccc(Cl)cc2Cl)CCS1	4.9	0.3%	4.8%	1.8%	12.6	16.7%	25.1%	11.6	59.9%[activator]	-1.4

Gathered by group, the compounds so far with bromine
SMILES	TRPV1 ag	GALK inh	A-T KAP1 phos	CXXC DNA block	KCNH2 WT inh	ASM inhibitor	a7 integrin act	KCNH2 3.1 block	MBNL1-CUG inh	FBPA coupling cs
Cc1nc(NC(=O)c2ccc3c(c2)OCO3)ccc1Br	?	6.2%	0.9%	4.0%	-8.1	5.0%	?	-12.6	29.7%	2.7
CC(=Nc1ccc(Br)cc1)c1sc2ccccc2c1O	9.9	-0.7%	-8.1%	?	1.7	-6.2%	-17.3%	-2.5	-1.9%	-6.5
O=C(Nc1ccc(C(=O)N2CCCCC2)cc1)c1ccccc1Br	.	.	.	.	8.3	2.1%	-28.4%	13.0	.	.

Next section.
SMILES	TRPV1 ag	GALK inh	A-T KAP1 phos	CXXC DNA block	KCNH2 WT inh	ASM inhibitor	a7 integrin act	KCNH2 3.1 block	MBNL1-CUG inh	FBPA coupling cs
Cc1ccccc1OCCn1cc(/C(N)=N/O)c2ccccc21	0.7	-3.7%	-5.8%	-11.3%	4.6	-7.6%	-23.3%	-4.5	1.0%	-1.7
Fc1ccc(C2CC(c3ccco3)=Nc3ccccc3S2)cc1 (stereo not drawn)	18.1	6.5%	-2.2%	-0.6%	7.4	-3.7%	5.4%	-9.0	3.2%	0.9
COc1ccc(-n2c(SCC(=O)Nc3ccccc3OC)nc(O)c(Cc3ccccc3)c2=O)cc1	-4.4	0.6%	0.0%	4.3%	-2.5	-1.5%	0.4%	1.9	-2.3%	7.9
CCc1nnc(NC(=O)CSc2nnc(-c3ccc(O)cc3)n2C)s1	-5.8	0.6%	-6.1%	-5.4%	5.7	1.1%	-9.9%	-4.2	0.0%	6.2
Cc1cc(OCc2cc(C(=O)N3CCN(CC4CC4)CC3)no2)cc(C)c1Cl	?	-6.8%	-4.6%	-11.5%	0.4	0.6%	6.3%	-6.3	-1.2%	.
Cc1ccc(/C=C/C(=O)O)cc1S(=O)(=O)N1CCC(Cc2ccccc2)CC1	4.9	10.3%	-5.1%	-5.7%	0.8	2.6%	23.8%	26.3	7.8%	20.8
Cc1ccc(NC(=O)Cn2c(=O)cnc3ccccc32)cc1S(=O)(=O)N1CCCCC1	8.6	.	8.6%	.	-2.2	3.7%	-12.2%	9.2	.	.
CCCC(=O)n1nc(-c2cccnc2)nc1N	3.6	.	-4.6%	167.8%[activator]	1.4	-0.6%	19.2%	-9.5	-14.7%	2.2
Nc1c(N=Nc2ccccc2F)c(=O)[nH]n1-c1ccccc1	.	-8.0%	-4.6%	5.8%	11.8	-11.6%	6.4%	0.9	4.0%	-1.9
CCOC(=O)Cn1nc(-c2ccccc2)nc1-c1ccccc1	4.7	6.1%	7.7%	2.6%	-13.1	5.6%	5.5%	4.4	-0.9%	-1.1
CN(C)S(=O)(=O)c1cccc(NC(=O)COC(=O)c2cc(-c3cccc(Br)c3)nc3ccccc23)c1	2.1	1.7%	14.6%	0.1%	1.2	-12.2%	3.5%	-1.0	20.0%	1.0
Cc1cc(/C=C2/NC(=O)N(c3ccccc3)C2=O)c(C)n1C(C)C	-2.9	1.2%	-9.3%	17.1%	-6.8	66.3%[activator]	?	-2.1	?	1.9
COC(=O)CSC1=C(C#N)C(c2ccccc2)CC(=O)N1 (stereo not drawn)	-10.4	-1.4%	.	1.9%	1.1	2.4%	-5.1%	1.6	0.5%	-6.0
Cc1ccc(CN2C(=O)c3ccccc3Sc3ccc(C(=O)NCCN4CCOCC4)cc32)cc1	17.7	8.2%	1.7%	-1.3%	-10.7	-3.3%	7.2%	-26.5	-5.9%	-6.1
CCOC(=O)N1CCC(Nc2c(Nc3ccc(C)c(C)c3)c(=O)c2=O)CC1	-4.8	2.8%	.	-3.1%	-7.1	-4.4%	-8.2%	-6.1	16.8%	-1.0
Cc1ccccc1S(=O)(=O)/N=C(/Nc1c(C)n(C)n(-c2ccccc2)c1=O)c1ccccc1	-5.0	6.0%	-0.2%	0.5%	5.9	-0.9%	13.7%	-19.3	-3.3%	-1.3
